KLK7 zymogen act: proKLK7 zymogen activators, primary screen, biochemical, fluorescence intensity. purified proKLK7, EDANS-DABCYL substrate fluorescence; 100% is mature enzyme control, 0% vehicle. activation, % at 7 µM. hit rate 0.9% among 370,000. AID 652039, 2013;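 active means activation above the mean of all tested compounds plus 3 SD, computed per campaign excluding outliers beyond control limits, cut at about 13% in these data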
Target sequence (P49862 whole entry, looked up): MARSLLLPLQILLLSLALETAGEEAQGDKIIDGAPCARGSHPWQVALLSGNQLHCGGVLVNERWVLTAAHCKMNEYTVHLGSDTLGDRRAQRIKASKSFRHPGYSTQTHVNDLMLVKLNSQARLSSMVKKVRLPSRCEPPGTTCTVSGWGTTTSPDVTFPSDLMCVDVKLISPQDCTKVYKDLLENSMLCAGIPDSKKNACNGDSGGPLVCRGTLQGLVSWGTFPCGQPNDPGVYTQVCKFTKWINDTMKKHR
PLCb3 inh: human PLC-beta3 inhibitors, primary screen, biochemical, fluorescence | hit rate 0.18% among 370,000 | inhibition, % at 12.2 µM | 1-phosphatidylinositol 4,5-bisphosphate phosphodiesterase beta-3 (Homo sapiens), Q01970 | Purified PLC-beta3, fluorogenic substrate; in the data active means inhibition above about 11%;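 further: 0% = median of compound wells on plate and 100% = full blocker control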
PLC-gamma1 inh: PLC-gamma1 enzyme inhibitors, primary screen, biochemical, fluorescence, purified enzyme. inhibition, % at 12.2 µM. hit rate 0.84% among 370,000. 1-phosphatidylinositol 4,5-bisphosphate phosphodiesterase gamma-1 (Homo sapiens), P19174. fluorogenic substrate; in the data active means inhibition above about 9.5%
DDE Tn6 FP inh: inhibitors of Tn6 peptide binding to fibrin DD(E), primary screen, biochemical, fluorescence polarization, human fibrin, Tn6 probe. Fibrinogen beta chain (Homo sapiens), P02675. Fibrin DD(E) TRITC-Tn6 fluorescence polarization displacement. inhibition, % at 8.3 µM. hit rate 0.21% among 370,000. AID 720509, 2013;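 active means inhibition above a per-campaign cutoff: mean of compounds within control limits plus 3 SD, cut at about 15% in these data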;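 further: 0% = median of all compound wells on the plate and 100% = blocking peptide control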
Tn7 DDE FP: inhibitors of Tn7 peptide binding to fibrin DD(E), primary screen, biochemical, fluorescence polarization, human fibrin, Tn7 probe; inhibition, % at 8.3 µM; AID 720508, 2013; hit rate 0.13% among 370,000; FP displacement of FITC-Tn7 peptide from fibrin DD(E); 0% = median of compound wells per plate; Fibrinogen beta chain (Homo sapiens), P02675;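 active means inhibition above the mean of compounds falling within the control limits plus 3 SD of them, cut at about 14% in these data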;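 further: 0% = plate median of compound wells and 100% = 10 µM Aha-Tn7 peptide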
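Assay system: Human fibrin DD(E) protein | Medium: Tris buffer with calcium and detergent, pH 7.8 | Reagent: 0.1 µM fluorescent Tn7 | Compound dosing: Single point at 8.3 µM | Times: 10 min preincubation, 3 h with tracer, room temperature | Detection: Fluorescence polarization of the labelled Tn7 tracer | Controls: Aha-Tn7 high control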
ADAM17 inh: ADAM17 inhibitors, primary screen, biochemical, QFRET. AID 720648, 2013. recombinant ADAM17, EDANS/DABCYL FRET peptide cleavage. inhibition, % at 6.95 µM. Disintegrin and metalloproteinase domain-containing protein 17 (Homo sapiens), P78536. hit rate 0.83% among 370,000;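 active means inhibition above the mean of compounds lying between control limits plus 3 SD, set per campaign, cut at about 8.5% in these data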;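 further: 0% = DMSO-only wells as the low control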
ARFGAP1 inhibitor: inhibitors of rat ARFGAP1 GAP activity, primary screen, biochemical, fluorescence polarization, GDP tracer; Arfgap1-stimulated ARF1 GTP hydrolysis, GDP FP detection; ADP-ribosylation factor GTPase-activating protein 1 (Rattus norvegicus), Q62848; AID 651572, 2012; inhibition, % at 16.5 µM; hit rate 0.26% among 360,000;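 active means inhibition above a per-plate limit, mean inhibition of low control wells plus 3 SD, cut at about 25% in these data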;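 further: 0% = DMSO wells with enzyme and 100% = wells lacking Arfgap1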
Target sequence (Q62848 1-136 limits assumed): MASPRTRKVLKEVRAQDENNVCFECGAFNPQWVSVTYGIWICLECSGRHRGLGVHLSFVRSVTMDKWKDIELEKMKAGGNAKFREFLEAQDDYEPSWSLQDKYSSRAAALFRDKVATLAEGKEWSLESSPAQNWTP
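Repeats: one replicate per compound; assay system: rat Arfgap1 catalytic domain, aa 1-136; times: enzyme reaction 120 min at 25 °C after 20 min preincubation; detection: FP of antibody-bound GDP Alexa 633 tracer, ex 620/em 688 nm; benchmarks: high control wells lacking Arfgap1, low control full reaction with DMSO; reagent: human ARF1(Δ1-17)-GTP substrate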
ASAP1 GAP inh: inhibitors of human ASAP1 ArfGAP activity, primary screen, biochemical, fluorescence polarization; Arf-GAP with SH3 domain, ANK repeat and PH domain-containing protein 1 (Homo sapiens), …; ASAP1-stimulated ARF1 GTP hydrolysis, GDP FP detection; inhibition, % at 16.5 µM; hit rate 0.19% among 360,000; in the data active means inhibition above about 25%;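 further: 0% = vehicle with enzyme and substrate and 100% = no enzyme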
UHRF1 binding: UHRF1 methylated DNA binding inhibitors, primary screen, counter-screen for MBD2 inhibitor project, biochemical, TR-FRET, human UHRF1, single concentration; UHRF1 binding to methylated oligo; inhibition, % at 4.4 µM; hit rate 0.75% among 370,000; in the data active means inhibition above about 21%;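 further: UHRF1 SRA domain binding a hemimethylated CpG hairpin DNA probe; 0% = median of test compound wells and 100% = reference inhibitor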
MBD2 DNA inh: inhibitors of MBD2 binding to methylated DNA, primary screen, biochemical, TR-FRET, DNA-binding domain, human | MBD2 binding to methylated oligonucleotide | inhibition, % at 4.4 µM | hit rate 0.31% among 370,000 | Methyl-CpG-binding domain protein 2 (Homo sapiens), Q9UBB5; in the data active means inhibition above about 13%
Target sequence (Q9UBB5 whole entry, looked up, the tested form may be a part): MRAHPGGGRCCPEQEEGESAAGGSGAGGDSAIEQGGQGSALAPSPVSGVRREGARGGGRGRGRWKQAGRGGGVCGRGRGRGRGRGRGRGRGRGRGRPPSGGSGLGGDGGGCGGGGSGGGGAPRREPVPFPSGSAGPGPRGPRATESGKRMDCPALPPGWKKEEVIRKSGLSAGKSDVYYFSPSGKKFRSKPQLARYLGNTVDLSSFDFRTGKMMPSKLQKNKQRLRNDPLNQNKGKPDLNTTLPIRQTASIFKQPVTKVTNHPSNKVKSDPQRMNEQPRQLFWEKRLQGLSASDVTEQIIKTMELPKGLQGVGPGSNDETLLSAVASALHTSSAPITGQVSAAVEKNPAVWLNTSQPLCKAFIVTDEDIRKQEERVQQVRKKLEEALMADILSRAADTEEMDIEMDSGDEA
Active calls of the source: *.

SMILES	KLK7 zymogen act	PLCb3 inh	PLC-gamma1 inh	DDE Tn6 FP inh	Tn7 DDE FP	ADAM17 inh	ARFGAP1 inhibitor	ASAP1 GAP inh	UHRF1 binding	MBD2 DNA inh
COc1ccc(C(=O)NNC(=O)Cc2ccc(Cl)cc2)cc1	-0.9	-6	1	-3	-2	-6	-2	-1	4	-1
O=C(CN1CCCCC1)NC1CCc2cc3c(cc21)CCC3 (stereo unspecified)	0.5	-9	0	-5	4	-3	-3	-3	-2	1
COc1ccc(N2CCN(C(=O)C3CCN(C(=O)c4cccc(Cl)c4)CC3)CC2)cc1	0.3	-22	3	6	2	-1	2	-6	2	4
CCn1cc(C(=O)NCC(OC)OC)c(=O)c2cc(S(=O)(=O)N3CCC(C)CC3)ccc21	0.2	-4	-1	5	-5	-2	-2	8	-2	-1
O=C(Cc1ccc([N+](=O)[O-])cc1)c1ccccc1	-0.2	2	-1	-1	-9	-1	4	-9	-1	-1
Cc1cc(C(C)(C)C)c(O)c(C)c1CC1=NCCN1	-0.2	5	-2	0	7	-6	5	-8	-4	1
CCCn1c(=O)c(C(=O)Nc2cccc(C)c2)c(O)c2ccccc21	-0.1	-8	-2	1	1	-6	2	13	-1	2
CCN(CC)C(=O)CSc1nnc([C@@H](N)C(C)C)o1	0.5	-2	1	3	-9	-6	-7	-12	0	5
Cc1cccc(NC(=O)CSC2=NN3CCCC(=O)N=C3S2)c1C	-0.1	5	1	1	-8	0	5	6	1	-2
Cc1ccnc(NC(=O)CNC(=O)C23CC4CC(CC(C4)C2)C3)c1	-0.4	-2	6	-2	0	-5	-3	-4	1	-3
O=C(Nc1ccccc1F)N1CCc2ccccc2C1	-0.2	-8	-1	6	0	1	-6	-6	-1	2
O=C(Nc1ccccc1-c1ccccc1)NC1CC2CCCC(C1)N2Cc1ccc(F)cc1 (stereo unspecified)	-0.4	2	1	-10	-1	-3	-1	-3	0	1
CCOc1ccc(-n2cnc3sc4c(c3c2=O)CCCC4)cc1	-0.4	-2	2	3	5	1	0	-7	0	5
O=C1COc2ccc(C(=O)COC(=O)Cc3ccsc3)cc2N1	1.5	-7	-5	0	-1	-3	-1	-14	-1	-1
O=C(CCCN1C(=O)/C(=C\c2cccs2)SC1=S)Nc1ccccc1O	-0.6	-3	-6	-4	6	-5	0	4	-1	-1
C=CCn1c(COc2ccccc2)nnc1SCC(=O)C(C)(C)C	0.2	3	2	6	-3	1	3	-3	-3	1
O=C(NNS(=O)(=O)c1ccccc1C(F)(F)F)c1cccc(S(=O)(=O)Nc2ccccc2Cl)c1	-0.1	3	-2	8	1	-1	5	-9	-2	1
O=C(Cn1ncc2c3ccccc3n(Cc3ccc(Cl)cc3)c2c1=O)NCCCN1CCCC1=O	-0.9	-16	-3	4	3	-8	0	-13	4	4
O=C(Nc1ccccc1)N1CCN(c2ccc(C(F)(F)F)cn2)CC1	-0.1	-12	-5	-8	4	-3	9	-6	3	8
Cc1cc(C)nc(N=Nc2c(O)n(Cc3ccc(Cl)cc3)c3ccccc23)n1	-0.3	0	-2	-2	0	7	-7	12	2	-2
O=C(Nc1ccc(S(=O)(=O)N2CCCC2)cc1)c1ccc(CN2CCc3ccccc3C2)cc1	-0.3	0	1	-2	1	5	4	2	-3	4
CCc1ccc2c(COC(=O)c3n[nH]c4ccccc34)cc(=O)oc2c1	0.7	-1	1	2	2	-3	-14	1	-1	3
CCn1c(SCC(=O)N2CCCC2)nc2c(c1=O)SC(C)C2 (stereo unspecified)	0.6	6	4	1	-4	-1	-5	-6	2	2
COc1c2occc2c(OC(C)=O)c2c(=O)cc(C)oc12	-0.5	0	1	0	-11	1	-6	4	-1	4
CC(=O)Nc1ccc(S(=O)(=O)Nc2ccc(S(=O)(=O)N3CCCCCC3)cc2)cc1	0.7	-3	0	6	3	-3	0	10	-1	0
CN(CC(=O)Nc1ccccc1C(F)(F)F)C(=O)Cn1c(=O)oc2ccccc21	-0.7	1	1	5	-2	-3	6	-6	3	3
CCOC(=O)NC(=O)CN1C(=O)NC2(CCc3ccccc32)C1=O (stereo unspecified)	0.1	-5	2	-4	2	-3	9	3	1	4
O=C(CSc1ccc2nnc(-c3ccccn3)n2n1)Nc1ccccc1C(F)(F)F	0.6	-39	-24	-7	2	-15	2	3	2	3
COc1ccc(-c2csc(C(NC(C)=O)c3ccccc3)n2)cc1 (stereo unspecified)	0.1	3	2	-11	-12	1	4	2	2	3
O=C(NNS(=O)(=O)c1ccc(F)cc1)C1CCN(Cc2cccc(F)c2)CC1	-0.1	-2	2	0	-1	-5	-7	-7	0	1
CCNC(=O)c1cc2c(c(-c3cccc(-c4ccccc4F)c3)n1)[C@H](CCO)N(C(=O)CC)C2	0.6	1	2	4	-4	0	1	-5	-3	-8
CC1=NN(C(=O)CCc2ccccc2)C(c2ccccc2)C1 (stereo unspecified)	-0.4	3	1	3	0	-3	-3	5	-1	-1
O=C(CCN1C(=O)/C(=C/c2ccc(F)cc2)SC1=S)NC1CCS(=O)(=O)C1 (stereo unspecified)	0.4	-4	4	3	1	3	-6	-2	0	-2
N#CC1=C(N)Oc2cc(O)ccc2C1c1ccc(Br)s1 (stereo unspecified)	0.3	-48	-37	4	6	-1	17	7	-3	1
Cc1ccc(OCC(=O)Nc2nnn(C)n2)c(C)c1	0.3	4	3	-9	1	-1	4	2	1	-2
O=C(NCc1ccccn1)c1cn(-c2ccccc2)nc1-c1ccc(Cl)cc1	-0.8	5	2	-3	1	1	-7	-4	1	0
Cc1cccc(C(=O)Nc2ccc(C(=O)N/N=C/c3cccnc3)cc2)c1	0.3	-4	-1	-2	5	-3	0	17	1	1
O=C(Cc1c(F)cccc1Cl)Nc1cc(S(=O)(=O)N2CCOCC2)ccc1N1CCCC1	0.8	-3	0	9	-8	3	-8	-8	2	-2
Cc1onc(-c2c(F)cccc2Cl)c1C(=O)N[C@@H]1C(=O)N2C(C(=O)O)C(C)(C)S[C@H]12 (stereo partly specified)	1.0	0	0	-13	-8	-4	-3	2	3	4
COCCN1C[C@@H](CO)O[C@@H](n2cnc3c(N4CCOCC4)ncnc32)C1	-0.1	1	-1	-3	-5	-6	-1	14	1	2
O=C(COc1cc(F)ccc1[N+](=O)[O-])N1N=C(c2cccs2)CC1c1ccco1 (stereo unspecified)	-0.5	-5	-3	3	-1	-2	1	12	0	2
O=C(C[N+]12CC[N+](CC(=O)c3ccc(F)cc3)(CC1)CC2)c1ccc(F)cc1	0.1	-5	-2	-2	-6	-4	6	4	7	8
CC(C)(C)OC(=O)NCCc1onc(-c2ccccc2F)c1C(=O)O	0.4	0	4	0	-3	-3	3	13	-2	-5
O=C(COC(=O)c1ccc(Br)cc1)NC(=O)NCc1ccccc1	-0.3	-4	-2	1	1	-3	6	3	-3	4
CCN1C(=O)C2C(c3ccc(O)c(OC)c3)NC(C)(C(=O)OC)C2C1=O (stereo unspecified)	-1.2	4	0	6	1	-3	2	-6	3	0
CC1CC(C)CN(CCC(=O)Nc2ccc3c(c2)CCC3)C1 (stereo unspecified)	0.0	-2	1	-2	-1	-3	-8	13	5	0
Cc1ccc(S(=O)(=O)NC(=O)C2(C)CCN2C(=O)Cc2ccc(-c3ccccc3)cc2)nc1 (stereo unspecified)	0.2	-5	-2	-4	3	-3	16	-5	-1	-3
Cc1ccc(S(=O)(=O)Oc2ccccc2/C=C2/SC(=O)NC2=O)cc1	0.1	-9	-1	-8	-1	-3	1	-10	3	4
C=CCn1c(SCc2c(F)cccc2Cl)nnc1-c1ccco1	0.3	-4	3	14	-1	2	2	4	-2	4
CC1CCN(C(=O)CN(c2cccc(F)c2)S(C)(=O)=O)CC1	-0.6	1	-3	-1	-2	1	-5	-1	0	-1
COC(=O)N1c2ccccc2CCc2ccccc21	0.0	-4	2	5	-2	-2	1	-6	-3	-1
O=S1(=O)C=C(SCCN2CCCC2)c2ccccc21	0.6	-2	-1	4	-1	-2	-7	8	-2	-6
Cc1cc(NS(=O)(=O)c2ccc(NC(=O)COc3ccc(C#N)cc3)cc2)nc(C)n1	0.1	-6	0	4	8	1	-13	4	-3	-6
O=C1CC(C(=O)N(CC2CCCO2)C(C(=O)NC2CCCCC2)c2ccncc2)CS1 (stereo unspecified)	0.5	-3	-3	-5	6	-2	0	-1	-4	-1
CC1Cc2nc(SCC(=O)Nc3ccc4c(c3)OCO4)n(CCc3ccccc3)c(=O)c2S1 (stereo unspecified)	0.5	3	0	0	0	-1	-3	4	2	0
CN1C(=O)c2c(sc3c2CC(C)(C)SC3)N2CCN=C12	1.5	-16	-19	2	-6	-31	0	6	1	-1

Reformatted with bars between the fields: entries from further up.
compound | KLK7 zymogen act | PLCb3 inh | PLC-gamma1 inh | DDE Tn6 FP inh | Tn7 DDE FP | ADAM17 inh | ARFGAP1 inhibitor | ASAP1 GAP inh | UHRF1 binding | MBD2 DNA inh
O=C(NCc1ccccn1)c1cn(-c2ccccc2)nc1-c1ccc(Cl)cc1 | -0.8 | 5 | 2 | -3 | 1 | 1 | -7 | -4 | 1 | 0
Cc1cccc(C(=O)Nc2ccc(C(=O)N/N=C/c3cccnc3)cc2)c1 | 0.3 | -4 | -1 | -2 | 5 | -3 | 0 | 17 | 1 | 1
O=C(Cc1c(F)cccc1Cl)Nc1cc(S(=O)(=O)N2CCOCC2)ccc1N1CCCC1 | 0.8 | -3 | 0 | 9 | -8 | 3 | -8 | -8 | 2 | -2
Cc1onc(-c2c(F)cccc2Cl)c1C(=O)N[C@@H]1C(=O)N2C(C(=O)O)C(C)(C)S[C@H]12 (stereo partly specified) | 1.0 | 0 | 0 | -13 | -8 | -4 | -3 | 2 | 3 | 4
COCCN1C[C@@H](CO)O[C@@H](n2cnc3c(N4CCOCC4)ncnc32)C1 | -0.1 | 1 | -1 | -3 | -5 | -6 | -1 | 14 | 1 | 2
O=C(COc1cc(F)ccc1[N+](=O)[O-])N1N=C(c2cccs2)CC1c1ccco1 (stereo unspecified) | -0.5 | -5 | -3 | 3 | -1 | -2 | 1 | 12 | 0 | 2
O=C(C[N+]12CC[N+](CC(=O)c3ccc(F)cc3)(CC1)CC2)c1ccc(F)cc1 | 0.1 | -5 | -2 | -2 | -6 | -4 | 6 | 4 | 7 | 8
